Screens deposited in PubChem by several laboratories.
PostGolgi yeast = phenotypic screen on post-Golgi transport, primary screen; post-Golgi transport phenotypic cell assay; inhibition, % at 10 µM; 98,000 compounds, 0.9% hits; AID 739, 2007;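 note: yeast cells grown in 1536-well plates; yeast grown about 18 h at 30C before absorbance read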
LYP inh 2 = PTPN22 phosphatase inhibitors, primary screen, biochemical, DiFMUP fluorescence, 2 µM | Tyrosine-protein phosphatase non-receptor type 22 (Homo sapiens), Q9Y2R2 | recombinant LYP catalytic domain | inhibition, % at 2 µM | 96,000 compounds, 0.21% hits | AID 640, 2007;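 active = inhibition at 2 µM at or above a set limit, the screen mean plus 3 SD, cut at about 24% in these data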;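 note: 0% = DMSO with enzyme and 100% = enzyme fully blocked by orthovanadate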
Target sequence (Q9Y2R2 whole entry, looked up, the tested form may be a part): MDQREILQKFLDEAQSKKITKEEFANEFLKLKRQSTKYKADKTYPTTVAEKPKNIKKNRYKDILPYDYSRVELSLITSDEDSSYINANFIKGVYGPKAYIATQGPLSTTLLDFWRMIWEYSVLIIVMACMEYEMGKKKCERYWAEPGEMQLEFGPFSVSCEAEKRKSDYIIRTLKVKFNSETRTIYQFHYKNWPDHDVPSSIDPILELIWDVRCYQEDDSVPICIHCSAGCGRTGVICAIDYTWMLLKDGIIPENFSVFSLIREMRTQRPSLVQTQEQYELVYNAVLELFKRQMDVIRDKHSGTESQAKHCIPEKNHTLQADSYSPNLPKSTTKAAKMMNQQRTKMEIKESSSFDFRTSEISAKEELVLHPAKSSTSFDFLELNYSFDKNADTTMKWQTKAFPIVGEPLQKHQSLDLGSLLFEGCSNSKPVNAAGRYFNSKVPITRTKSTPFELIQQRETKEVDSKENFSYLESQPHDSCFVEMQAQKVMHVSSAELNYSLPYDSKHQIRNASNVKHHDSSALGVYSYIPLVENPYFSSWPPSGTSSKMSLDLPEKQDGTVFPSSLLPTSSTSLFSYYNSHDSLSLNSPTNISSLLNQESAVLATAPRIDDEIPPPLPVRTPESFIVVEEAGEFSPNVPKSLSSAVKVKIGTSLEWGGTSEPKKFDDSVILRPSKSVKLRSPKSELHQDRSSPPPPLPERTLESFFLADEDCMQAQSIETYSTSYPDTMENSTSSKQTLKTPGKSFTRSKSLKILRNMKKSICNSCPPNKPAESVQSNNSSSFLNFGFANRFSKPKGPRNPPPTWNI
Ecoli WT expand = growth inhibitors of wild-type E. coli, primary screen, strain BW25113, expanded library, OD600; OD600 absorbance; growth inhibition, % at 100 µM; 98,000 compounds, 0.15% hits;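 active = growth inhibition above about 50% at one test dose, limit read from the data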;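 note: growth measured after 20 h incubation at 37 °C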
DAT uptake mod = changed hDAT dopamine uptake under cocaine IC80, either direction, primary screen, cocaine antagonist project, cell-based, LLC-PK1 hDAT, [14C]-dopamine uptake, MLSMR; Sodium-dependent dopamine transporter (Homo sapiens), Q01959; LLC-PK1 hDAT cells, [14C]-dopamine uptake with cocaine IC80; actives deviate in either direction; B-score at 10 µM; 110,000 compounds, 1.3% hits;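 active = Z score or B-score, a plate-position-corrected score, falls beyond the plate's 99.7% confidence bounds, in either direction; inactive = both scores lie inside the 99.7% bounds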;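 note: scored against the spread of the other compound wells on the same plate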
PTPN22 act = LYP phosphatase activators, primary screen, biochemical, DiFMUP fluorescence, 2 µM. activation, % at 2 µM. 96,000 compounds, 0.11% hits. Tyrosine-protein phosphatase non-receptor type 22 (Homo sapiens), Q9Y2R2. recombinant LYP; 0 = plate median, 100 = signal doubled;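 active = activation at 2 µM above a set limit, the mean plus 5 SD, cut at about 37% in these data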
CYP2C9 inhib = blockers of cytochrome P450 2C9 activity – biochemical, luminescence, ADME assay, primary screen. P11712. CYP2C9 Supersomes, luciferin-H conversion. inhibition, % at 5 µM. 96,000 compounds, 20% hits. AID 777, 2007;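 active = blocking of liver enzyme CYP2C9 beyond about 50% at 5 µM, limit read from the data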; note: values of inactives mirror those of a sister screen read the other way
PostGolgi ctrl = growth inhibition of yeast control strain, primary screen, counter-screen for post-Golgi transport modulator project | efflux-deficient yeast background strain, growth absorbance A615, 16 h | inhibition, % at 10 µM | 98,000 compounds, 5% hits | AID 738, 2007
Pyk2 oligo antag = antagonists of Pyk2 self-association, primary screen, Q293 cells, FERM NanoBiT luminescence, HTS; Protein-tyrosine kinase 2-beta (Homo sapiens), Q14289; hits give low values; z-score (the deposit names both 25 µM and 10 µM); 99,000 compounds, 0.83% hits; AID 1347419, 2020;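 active = Z-score of -3 or lower, scaled per plate to the spread of control and sample wells; inactive = z-score above -3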;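 note: negative z-score means lost luminescence so less FERM oligomerization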
CYP2C9 activ = human CYP2C9 activators, primary screen, biochemical, luminescence; AID 1024, 2008; recombinant CYP2C9, luciferin-H conversion; hits give high values; factor 1 = untreated enzyme, 0 = blocked; 96,000 compounds, 1.4% hits; activation factor at 5 µM;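 active = activation factor of 2 or more for CYP2C9 at a 5 µM dose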;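 note: 0 = sulfaphenazole-blocked wells and 1 = vehicle-only wells; values of inactives mirror those of a sister screen read the other way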
Active calls of the source: *; . = no result given. Cut-off read from the data, not from the text of the source, unless noted: active = inhibition above about 30%; inactive = the rest.

1) COc1ccc(-c2csc(NC(=O)Cn3nc(C)cc3C)n2)cc1
2) Cc1[nH]c(=O)[nH]c(=O)c1CSc1nnc([C@H](CC(C)C)NC(=O)OC(C)(C)C)o1
3) O=C(COC(=O)c1n[nH]c2ccccc12)NC(=O)NC12CC3CC(CC(C3)C1)C2
4) O=C(NCCCCCCNC(=O)NCc1ccco1)NCc1ccco1
5) COc1ccc(Cn2c(C)c(C)c(C#N)c2NC(=O)Nc2cccc(Cl)c2)cc1
6) O=C(Cn1ccc(C(F)(F)F)n1)Nc1ccc(S(=O)(=O)NCc2ccco2)cc1

Screen / compound no.	1	2	3	4	5	6
PostGolgi yeast	-6	-4	-8	-5	-3	-21
LYP inh 2	-19	-5	21	-4	1	-3
Ecoli WT expand	-4	0	-1	-4	-6	11
DAT uptake mod	-0.79	0.66	0.049	.	-1.3	-0.017
PTPN22 act	17	2	-21	3	-3	2
CYP2C9 inhib	12	8	-1	-11	19	.
PostGolgi ctrl	6	7	-1	7	0	1
Pyk2 oligo antag	-0.19	0.64	-1.4	.	0.22	2.6
CYP2C9 activ	0.9	0.9	1	1.1	0.8	.

7) CCOC(=O)Cc1csc(NC(=O)c2csc(C)c2)n1
8) CCN1CCN(c2cc(C)c3cc(NC(=O)Cc4ccc(OC)c(OC)c4)ccc3n2)CC1
9) CCNc1ccc(Br)cc(C(=O)/C=C/c2c(Cl)cccc2Cl)c1=O
10) COc1ccc(-n2c(-c3ccccc3)cc3c2CCCC3=O)cc1
11) CCn1c(CNc2ccccc2Cl)nnc1SCC(=O)NCc1ccccc1
12) CCN1CCN(Cc2cc(=O)oc3cc4c(cc23)CCC4)CC1

Screen / compound no.	7	8	9	10	11	12
PostGolgi yeast	1	0	.	10	8	3
LYP inh 2	0	.	11	13	-9	6
Ecoli WT expand	7	1	.	3	3	3
DAT uptake mod	-0.22	3.1*	-0.14	-1.1	0.0046	-0.29
PTPN22 act	-3	.	-14	-10	6	-10
CYP2C9 inhib	33	20	.	26	20	18
PostGolgi ctrl	2	4	.	68*	-1	10
Pyk2 oligo antag	0.78	.	0.22	-1.8	0.82	0.41
CYP2C9 activ	0.7	0.8	.	0.7	0.8	0.8

13) CSc1cccc(NC(=O)CSc2nc3ccccc3o2)c1
14) C=CCn1c(SCC(=O)Nc2nc3ccccc3s2)nnc1-c1ccccc1O
15) Cc1c(C(=O)NCc2ccccc2)oc2c1C(=O)CCC2
16) CCOc1cc(CNc2ccc3c(c2)CCC3)ccc1OC
17) CC(C)Sc1nc2ccccc2n1CC(=O)NCc1ccc2c(c1)OCO2
18) Nc1ncnc2oc(-c3ccco3)c(-c3ccco3)c12

Screen / compound no.	13	14	15	16	17	18
PostGolgi yeast	1	0	.	-3	5	8
LYP inh 2	-1	10	-14	0	-2	-2
Ecoli WT expand	-3	-6	.	11	-5	-3
DAT uptake mod	-0.6	-1.2	0.39	-0.49	0.67	-0.65
PTPN22 act	1	-7	15	-1	4	4
CYP2C9 inhib	38	57*	.	23	10	-5
PostGolgi ctrl	10	7	.	18	0	13
Pyk2 oligo antag	1.2	-3.2*	0.38	.	0.1	-0.28
CYP2C9 activ	0.6	0.4	.	0.8	0.9	1.1

19) Cc1cc(C(=O)CSc2nnc(-c3ccco3)o2)c(C)n1CC1COc2ccccc2O1 (centres undefined)
20) N#Cc1cc2c(nc1SCC(=O)N1CCCCC1)CCCC2
21) CCOC(=O)c1[nH]c2ccc(Br)cc2c1NC(=O)CCN1CCC(C(=O)OCC)CC1
22) Cn1c(SCC(=O)NCCNC(=O)CSc2nnc(C(F)(F)F)n2C)nnc1C(F)(F)F
23) CC(C)OC(=O)CSc1nnc(-c2cccnc2)n1Cc1ccccc1
24) CCOC(=O)N1CCC(N(CCCOC)C(=O)Nc2ccc(CC)cc2)CC1

Screen / compound no.	19	20	21	22	23	24
PostGolgi yeast	6	17	-1	2	-5	-5
LYP inh 2	.	-8	1	-6	-5	-10
Ecoli WT expand	-13	9	5	-3	7	3
DAT uptake mod	-0.037	0.14	0.096	-0.57	-0.46	0.52
PTPN22 act	.	7	1	8	1	4
CYP2C9 inhib	78*	47	49	-3	-4	27
PostGolgi ctrl	13	8	1	1	4	11
Pyk2 oligo antag	-0.47	-0.4	-0.29	0.06	0.02	0.34
CYP2C9 activ	0.2	0.5	0.5	1	1	0.7

25) CCOC(=O)C1=C(N)OC2=C(C(=O)CC(C)(C)C2)C1c1ccco1 (centres undefined)
26) Cc1ccc(-c2nnc(N(C)C(=O)C3CCCO3)s2)cn1 (centres undefined)
27) O=C(Cc1coc2ccc3ccccc3c12)Nc1nccs1
28) CCc1ccccc1NS(=O)(=O)c1ccc(SC)cc1
29) CCn1cc(C(=O)N2CCc3ccccc32)c(=O)c2cc(S(=O)(=O)N3CCCCCC3)ccc21
30) O=C(CCCNS(=O)(=O)c1ccc(Br)cc1)N1CC[C@@]2(O)CCCC[C@H]2C1

Screen / compound no.	25	26	27	28	29	30
PostGolgi yeast	1	-4	2	4	-3	-3
LYP inh 2	-14	-12	-9	-8	-15	-2
Ecoli WT expand	-1	8	1	9	-10	4
DAT uptake mod	-0.74	-0.53	0.94	0.0052	0.0073	0.0059
PTPN22 act	10	12	10	4	14	1
CYP2C9 inhib	36	-3	39	0	67*	4
PostGolgi ctrl	-1	28	17	19	-6	8
Pyk2 oligo antag	-0.02	1.3	-1.6	-0.69	-0.28	-0.2
CYP2C9 activ	0.6	1	0.6	1	0.3	1

31) CCCC(=O)NC(Nc1ccc(S(=O)(=O)Nc2ncccn2)cc1)(C(=O)OCC)C(F)(F)F (centres undefined)
32) N#Cc1nc(-c2ccc(OCc3ccccc3)cc2)oc1N1CCC(C(N)=O)CC1
33) COc1ccc2nc(NC(=O)C3CCN(S(=O)(=O)c4cccs4)CC3)sc2c1
34) CCOC(=O)N1CCC(NC(=O)C2CCN(S(=O)(=O)c3cccc4cccnc34)CC2)CC1
35) CN(C)S(=O)(=O)N1CCN(c2ccccc2Cl)CC1
36) COc1ccccc1-n1cnc2sc(-c3ccccc3)cc2c1=O

Screen / compound no.	31	32	33	34	35	36
PostGolgi yeast	-41	0	2	2	0	-4
LYP inh 2	-4	-10	-13	.	3	9
Ecoli WT expand	-5	31	-11	-12	2	2
DAT uptake mod	-1.1	.	2.8*	0.59	-0.034	.
PTPN22 act	3	9	12	.	0	-7
CYP2C9 inhib	14	0	67*	-46	81*	29
PostGolgi ctrl	16	0	37*	5	3	-8
Pyk2 oligo antag	0.25	0.12	-1.3	.	0.23	-0.45
CYP2C9 activ	0.9	1	0.3	1.5	0.2	0.7

Results in Pyk2 oligo antag, CYP2C9 inhib and LYP inh 2, for four of the compounds above:
entry | Compound | Pyk2 oligo antag | CYP2C9 inhib | LYP inh 2
33 | COc1ccc2nc(NC(=O)C3CCN(S(=O)(=O)c4cccs4)CC3)sc2c1 | -1.3 | 67* | -13
34 | CCOC(=O)N1CCC(NC(=O)C2CCN(S(=O)(=O)c3cccc4cccnc34)CC2)CC1 | . | -46 | .
35 | CN(C)S(=O)(=O)N1CCN(c2ccccc2Cl)CC1 | 0.23 | 81* | 3
36 | COc1ccccc1-n1cnc2sc(-c3ccccc3)cc2c1=O | -0.45 | 29 | 9

(list continues)
37) COC(=O)C(C)N(C#N)c1nc(NC(C)C)nc(SC)n1 (centres undefined)
38) CC(C)COc1ccc(C(=O)N/C(=C\c2cccc([N+](=O)[O-])c2)C(=O)OC(C)C)cc1
39) CCn1cc(C2=NOC(C(=O)Nc3cc(C)nn3-c3ccccc3)C2)c(C)n1 (centres undefined)
40) CCn1c(CNC(=O)Cc2ccc(OC)cc2)nnc1SCCOc1ccccc1
41) CCOc1ccc(NC(=O)CSc2nnc(Cc3cccn3C)n2-c2ccc(F)cc2)cc1
42) Cc1cccc(C(=O)Oc2ccccc2C2C[C@]3(C)CC(=O)NC3N2C(=O)c2cccc(C)c2)c1 (some centres undefined)

Screen / compound no.	37	38	39	40	41	42
PostGolgi yeast	-1	-4	-12	3	4	9
LYP inh 2	16	2	.	-3	.	0
Ecoli WT expand	7	-9	7	3	-2	5
DAT uptake mod	-0.5	0.0045	1.1	2.2	1	0.7
PTPN22 act	-15	1	.	7	.	1
CYP2C9 inhib	16	3	-8	10	36	57*
PostGolgi ctrl	14	-2	4	1	4	6
Pyk2 oligo antag	-0.97	-0.89	-0.19	-1.7	.	-1.3
CYP2C9 activ	0.8	1	1.1	0.9	0.6	0.4

43) CCNC(=O)Cn1cnc2c1c(=O)n(C)c(=O)n2C
44) Cc1cccc(NC(=O)C2(C)CC3c4ccccc4C2c2ccccc23)c1 (centres undefined)
45) COc1cc(C2C3=C(CC(c4ccco4)CC3=O)Nc3ccccc3N2C(C)=O)cc(OC)c1OC (centres undefined)
46) COc1cc2c(cc1NC(=O)c1cncc(Br)c1)oc1ccccc12
47) O=C(Nc1ccnc(-c2cccnc2)n1)c1ccccc1Cl
48) CC(=O)NC(CCS(C)(=O)=O)C(=O)Nc1nccs1 (centres undefined)

Screen / compound no.	43	44	45	46	47	48
PostGolgi yeast	0	-5	-2	-1	-2	-4
LYP inh 2	-8	7	4	-13	10	1
Ecoli WT expand	-1	-11	0	-7	0	-3
DAT uptake mod	-0.8	-0.094	0.67	0.057	0.71	-0.65
PTPN22 act	5	-3	-3	9	-6	-3
CYP2C9 inhib	-1	14	6	-15	25	5
PostGolgi ctrl	4	7	-2	4	5	10
Pyk2 oligo antag	-0.3	0.54	-1.4	1	-0.2	0.78
CYP2C9 activ	1	0.9	0.9	1.1	0.8	1

49) Cc1ccc(C(=O)Nc2nc(-c3cccnc3)cs2)o1
50) CCOC(=O)C1CCCN(c2ccc(NC(=O)c3snc4c(=O)[nH]cnc34)cc2)C1 (centres undefined)
51) COc1cc(OC)c(N2CC34C=CC(O3)C(C(=O)O)C4C2=O)cc1Cl (centres undefined)
52) O=C1[C@@H]2C(Cc3ccc(O)cc3)NC3(C(=O)Nc4ccc(F)cc43)[C@@H]2C(=O)N1c1ccc(F)cc1 (some centres undefined)
53) COc1cc(CN2CCN(CCOCCO)CC2)cc(OC)c1OC
54) COC(=O)C(C(C)=O)C1=C/C(=N\S(=O)(=O)c2ccc(C)cc2)c2ccccc2C1=O (centres undefined)

Screen / compound no.	49	50	51	52	53	54
PostGolgi yeast	-7	2	3	-2	7	1
LYP inh 2	4	.	-13	5	-5	21
Ecoli WT expand	-2	-6	1	6	-1	8
DAT uptake mod	0.8	-0.48	-1.8	2.8	0.6	-0.079
PTPN22 act	-4	.	11	-6	2	-19
CYP2C9 inhib	15	46	-7	51*	5	89*
PostGolgi ctrl	3	1	0	-3	27	6
Pyk2 oligo antag	0.04	-0.92	2.2	-1.2	-0.5	-0.57
CYP2C9 activ	0.9	0.5	1.1	0.5	0.9	0.1

55) CCOc1c(Cl)cc(CNCC(C)C)cc1OC
56) CCOC(=O)c1c(C)nc2c(c1-c1ccccc1)C(=O)CC(C)(C)C2
57) Cc1ccnc(-n2c(CCN3C(=O)c4ccccc4C3=O)nc3ccccc3c2=O)c1
58) CCOC(=O)N1CCN(C(=O)Nc2ccc3oc(C)nc3c2)CC1

Screen / compound no.	55	56	57	58
PostGolgi yeast	-1	5	-3	-2
LYP inh 2	2	0	-3	8
Ecoli WT expand	2	-1	0	0
DAT uptake mod	0.22	0.14	0.84	-0.69
PTPN22 act	-2	2	2	-6
CYP2C9 inhib	1	-21	69*	-16
PostGolgi ctrl	9	11	2	6
Pyk2 oligo antag	2.7	-0.57	-0.3	-0.42
CYP2C9 activ	1	1.2	0.3	1.2
